# Compound activity (PubChem BioAssay)
# TbPYK inhibitor – qHTS of Trypanosoma Brucei Inhibitors; 0.12% of 410,000 active; pyruvate kinase (Trypanosoma brucei), Q57TT1; Potency, µM (top dose mostly 76.8 µM), for inactives: top-dose activity, negative = inhibition, most hits filed as inhibitors; TbPYK enzyme, Kinase-Glo Plus ATP luminescence, 45 min; active = well fitted inhibition curve with a large enough effect; note: nearly all actives have a fitted effect of over 50% in size
#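 Screened from lowest to highest concentration, compounds were pinned into TbPYK/substrate mixtures, and ADP (130 uM final) was added. Plates sat at room temperature for 45 min prior to Kinase-Glo Plus detection by luminescence.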
# Numbers without * were called inactive; [ ] = remark or other dose. % is set by controls: 0 for no effect and ±100 for the full control effect; potency is the fitted concentration of half-maximal effect. Only part of the results is shown; count on the stated rates, not on these rows.
SMILES,TbPYK inhibitor
COc1ccc(-c2cn3nc(N4CCCC(C(=O)Nc5cccc(Cl)c5C)C4)sc3n2)cc1 (stereo not drawn),5.1%[15.4 µM]
Cc1ccc(C(CC(=O)Nc2ccc(C)cc2C)N2Cc3ccccc3C2=O)cc1 (stereo not drawn),0.3%
COc1ccc(OC(=O)c2nc(SCc3ccc(F)cc3)ncc2Cl)cc1,-1.3%
COc1cc2c(O)cc(C(=O)O)c(-c3cc(OC)c(OC)c(OC)c3)c2cc1OC,0.0%
O=C1NC[C@@H](CCCCN2C[C@H](Cc3ccccc3)N(Cc3ccccc3)C(=O)C2=O)N(Cc2ccccc2)C1=O,0.6%
COc1ccc(CCN2C(=O)NC(NC(=O)c3ccccc3OC)(C(F)(F)F)C2=O)cc1OC (stereo not drawn),-3.0%
C[C@H]1CN([C@@H](C)CO)C(=O)CCCn2cc(nn2)CO[C@@H]1CN(C)S(=O)(=O)c1ccc(Oc2ccccc2)cc1,-1.0%
CC1(C(=O)NS(=O)(=O)c2cccc(F)c2)CCN1C(=O)Cc1ccc(Cl)cc1Cl (stereo not drawn),-2.1%
O=C(NC1CCCCC1)c1ccc2c(c1)N(Cc1ccccc1Cl)C(=O)c1ccccc1S2,0.3%
O=C(c1cccs1)N1C[C@H](n2cc(C3CC3)nn2)[C@@H](O)C[C@@H]1c1ccc(Cl)cc1,-3.1%
O=C(CSc1cn(CCNC(=O)c2ccccc2F)c2ccccc12)Nc1ccc2c(c1)OCCO2,1.7%
CN(C)C(CNC(=O)C1CCN(S(=O)(=O)c2cc(Cl)ccc2Cl)CC1)Cc1ccccc1 (stereo not drawn),0.9%
COc1ccc(C(=O)c2cn(Cc3ccccc3F)c3ccc(F)cc3c2=O)cc1,-1.4%
CCCCCCN1C[C@H](n2cc(-c3ccc(F)cc3)nn2)[C@@H](O)C[C@@H]1c1ccccc1,1.7%
COc1ccc(-c2csc(C(O)c3ccc(F)c(F)c3)n2)cn1 (stereo not drawn),2.7%
Cc1ccc(CNC(=O)C2CCN(C(=O)c3cnn(-c4ccccc4)c3-n3cccc3)CC2)cc1,-5.0%
CCc1c(C2(O)CCCCC2)[nH]c2ccc(C#N)cc12,-9.4%
COc1ccc(Cn2c(CNS(=O)(=O)c3ccc(Cl)s3)nc3cccnc32)cc1,7.4%
Cc1ccc(-n2ncc(C(=O)NC3CCCCC3)c2C2CCN(C(=O)OC(C)(C)C)CC2)cc1,2.1%
Cc1ccccc1NC(=O)Nc1nnc(N(C)Cc2ccccc2)s1,2.4%
O=C(NCc1ccc(Cl)cc1)c1ccc2oc(=O)n(Cc3ccccc3)c2c1,-10.4%
Cc1cccc(C(=O)N2CCC(C)(C(=O)NS(=O)(=O)C3CC3)C2)c1C (stereo not drawn),-1.7%
COc1ccc(CCNC(=O)c2cccc([N+](=O)[O-])c2)cc1OC,-3.4%
CCc1cccc(NC(=O)CC(c2ccc(OC)cc2)N2Cc3ccccc3C2=O)c1 (stereo not drawn),-0.7%
Cc1c(C(=O)Nc2ccccc2Cl)sc2ncnc(N(C)C3CCCCC3)c12,0.7%
O=C(Nc1ccc([N+](=O)[O-])cc1Cl)c1cccc([N+](=O)[O-])c1,-7.5%
N#CN1C2CCC1CC(O)(c1ccccc1)C2 (stereo not drawn),-2.3%
CCc1cccc(NC(=O)Cn2c(=O)n3nc(-c4cccc(F)c4)nc3c3ccccc32)c1,0.9%
CCN(c1ccccc1)S(=O)(=O)c1nnc(NC(=O)COc2cccc(C)c2)s1,2.9%
CCn1c(SCCN2CCCCC2)nc2c1c(=O)n(C)c(=O)n2C,65.5%[activator]
Fc1ccc(Nc2nc(NCc3ccccc3)nc3ccsc23)cc1,8.3%
Cc1cccc(C)c1C(O)c1ncc(-c2cccc3ccccc23)[nH]1 (stereo not drawn),-11.3%
COc1cc(C(=O)Oc2c(Sc3ccccc3)c(C)nn2-c2ccccc2)cc(OC)c1OC,-19.7%
Cc1cc(N2CCC(C(=O)Nc3ccccc3Cl)CC2)n2nc(C)c(-c3ccc(Cl)cc3)c2n1,-5.5%
Cc1ccc(C)c(N2CCN(C(=O)c3ccc4c(=O)n(CCc5ccccc5)c(=O)[nH]c4c3)CC2)c1,1.1%
CCc1nc2ccc(C(=O)Nc3ccc(OC)c(OC)c3)cn2c1N(C)Cc1ccc(OC)cc1,5.6%
COC(=O)c1ccc(OC)c(Cn2c(=O)n(-c3cccc(Cl)c3)c(=O)c3c4c(sc32)CN(C(C)=O)CC4)c1,4.4%
CCN(CC)CCCNC(=O)c1nn(-c2ccc(OC)c(Cl)c2)c(=O)c2c1c1ccccc1n2C,-4.0%
CCCCCn1c(=O)[nH]c2cc(C(=O)NCCN3CCOCC3)ccc2c1=O,2.0%
Cc1nc(N2CCOCC2)c2c(C(=O)NCCc3ccccc3)c(C)oc2n1,6.9%
CCOC(=O)N(C)C[C@H]1OCc2cnnn2CCCC(=O)N([C@@H](C)CO)C[C@@H]1C,7.0%
O=C(c1cccs1)c1ccccc1Cc1cccs1,-20.9%
Cc1ccc([C@H]2C[C@@H](n3cc(C4CC4)nn3)[C@H](O)CN2C(=O)C2CCCCC2)cc1,-1.2%
COc1ccccc1CNC(=O)Cc1csc2nc(-c3ccc(F)cc3)cn12,1.2%
CC1(C(=O)NS(=O)(=O)c2ccc(F)cc2F)CCN1C(=O)CCc1ccccc1 (stereo not drawn),-5.1%
Cc1ccc(Cl)cc1N(C)C(=O)c1cn(C2CCCCC2)c(=O)c2c1c1ccccc1n2C,0.1%
Cc1cc(F)ccc1-c1cc(C(=O)NCc2ccc(C(F)(F)F)cc2)[nH]n1,-2.8%
CCCCn1c(N)c(N(CCOC)C(=O)CCNC(=O)NC23CC4CC(CC(C4)C2)C3)c(=O)[nH]c1=O,5.5%
CCCCOc1ccc(CNC(=O)c2ccc(NC(=O)N3CCCCc4ccccc43)cc2)cc1,-4.1%
COc1ccccc1N1CCN(C(=O)c2cnn(C(C)(C)C)c2C2CCN(C(=O)OC(C)(C)C)CC2)CC1,-0.1%
O=C(NCC(c1cccs1)N1CCOCC1)c1cc(F)cc(F)c1 (stereo not drawn),-3.2%
CC(C)c1ccc(C(=O)N2CCOCC2c2cc(C(=O)Nc3ccccc3)no2)cc1 (stereo not drawn),3.9%
COc1ccccc1Nc1nc(N)nc(N)c1S(=O)(=O)c1ccccc1,-10.7%
Cn1ccc2c(N3c4ccccc4CCc4ccccc43)cc3c(c21)C1CCC3C1 (stereo not drawn),4.3%
O=C(N/N=C/c1cc(Br)c(O)c([N+](=O)[O-])c1)C(O)(c1ccccc1)c1ccccc1,3.2%
Cc1ccc(Cl)cc1NC(=O)c1oc2ccc(S(=O)(=O)N3CCCCC3)cc2c1C,1.6%
Cc1ccc(C(C)C)c(OCC(=O)N2CCN(CCc3ccncc3)CC2)c1,0.9%
COc1ccc(NC(=O)C(=O)NCCc2csc3nc(-c4ccccc4F)nn23)cc1OC,3.6%
CCOc1ccc(NC(=O)CSc2oc(-c3ccc(F)cc3)nc2S(=O)(=O)c2ccc(C)cc2)cc1,-10.5%
COc1ccc(-n2c(/C=C/c3c(C)[nH]c4ccccc34)nc3ccccc3c2=O)cc1,0.7%

# (listing goes on)
SMILES,TbPYK inhibitor
CCN(CC)C(=O)c1cccc(-c2csc(C(NC(C)=O)c3ccc(F)c(F)c3)n2)c1 (stereo not drawn),-4.4%
O=C(NCCc1ccc(Cl)cc1)c1ccc2c(c1)N(Cc1ccccc1F)C(=O)c1ccccc1S2(=O)=O,2.4%
Cc1cc2oc(=O)c(CC(=O)O)c(C)c2c2occ(-c3ccc(F)cc3)c12,2.0%
Cc1oc2ncn(C)c(=O)c2c1C(=O)N1CCN(c2cccc(C(F)(F)F)c2)CC1,-3.8%
CN(C)S(=O)(=O)c1cccc(NC(=O)COc2ccccc2C(=O)Nc2ccccc2)c1,-12.3%
O=S(=O)(NCC(c1ccco1)N1CCN(c2ccc(F)cc2)CC1)c1ccccc1 (stereo not drawn),2.3%
CCC(=O)N1CCc2cc(Br)cc(S(=O)(=O)CCC(=O)NCc3ccc(Cl)cc3)c21,-11.0%
CCOC(=O)C1=C[C@@H](C(C)(C)C)N(S(=O)(=O)c2ccc(C)cc2)[C@H]1c1ccc(C)cc1,1.1%
CCc1ccccc1NC(=O)CSc1nnc(-c2cc(OC)c(OC)c(OC)c2)o1,-12.6%
O=C(Nc1ccc(Cl)c(C(F)(F)F)c1)C1CCCN(S(=O)(=O)c2cccc3cccnc23)C1 (stereo not drawn),2.1%[15.4 µM]
CCN(CC)C(=O)Cn1c(=O)n(-c2ccc(OC)cc2OC)c(=O)c2c(C)c(C(=O)N(CC)CC)sc21,1.4%
CSc1ccc(OC2(C)CCN(Cc3ccc4c(c3)OCCO4)C2)cc1 (stereo not drawn),3.0%
N#CC(=Nc1ccccc1)c1ccccc1,0.2%
CN(C)c1ccc(CNC(=O)C2Cc3c(-c4cccc(C(N)=O)c4)ccnc3O2)cc1 (stereo not drawn),7.6%
Cc1ccc(CNC(=O)c2ccc(CSCc3ccccc3Cl)o2)cc1,-5.6%

# Arranged by molar mass (rising): some entries from above
SMILES,TbPYK inhibitor
Cc1cc2oc(=O)c(CC(=O)O)c(C)c2c2occ(-c3ccc(F)cc3)c12,2.0%
CSc1ccc(OC2(C)CCN(Cc3ccc4c(c3)OCCO4)C2)cc1 (stereo not drawn),3.0%
CCN(CC)C(=O)c1cccc(-c2csc(C(NC(C)=O)c3ccc(F)c(F)c3)n2)c1 (stereo not drawn),-4.4%
O=C(Nc1ccc(Cl)c(C(F)(F)F)c1)C1CCCN(S(=O)(=O)c2cccc3cccnc23)C1 (stereo not drawn),2.1%[15.4 µM]
CCC(=O)N1CCc2cc(Br)cc(S(=O)(=O)CCC(=O)NCc3ccc(Cl)cc3)c21,-11.0%
CCN(CC)C(=O)Cn1c(=O)n(-c2ccc(OC)cc2OC)c(=O)c2c(C)c(C(=O)N(CC)CC)sc21,1.4%
O=C(NCCc1ccc(Cl)cc1)c1ccc2c(c1)N(Cc1ccccc1F)C(=O)c1ccccc1S2(=O)=O,2.4%

# Remaining list, next part.
SMILES,TbPYK inhibitor
CCOc1ccc(NC(=O)C2CCCN(S(=O)(=O)c3ccc(Br)s3)C2)cc1 (stereo not drawn),3.1%
CCOc1ccc2cc(-c3nnc(Nc4ccccc4F)s3)c(=O)oc2c1,-6.4%
O=C1NC[C@H](CCCCN2CCN(CCc3ccccc3)C(=O)C2=O)N(CC2CCCCC2)C1=O,0.0%
O=[N+]([O-])c1cccc(CN2[C@@H](Cc3ccccc3)COCCS2(=O)=O)c1,-2.2%
CNC(=S)N1CCC(C(=O)c2ccc(Cl)cc2)CC1,6.0%
Cc1ccc(CN2CCN(CC(=O)Nc3ccc(C)c(C)c3)S2(=O)=O)cc1,-4.5%[15.4 µM]
CCOC(=O)c1oc2ccc(S(=O)(=O)n3nc(-c4ccccc4OC)cc3N)cc2c1C,-4.0%
COc1ccc(OC)c(NC(=O)c2ccc3c(Cl)c4c(nc3c2)CCCC4)c1,-5.4%
C[C@H](O)[C@@H]1CN2CCc3c([nH]c4ccccc34)[C@@H]2C[C@@H]1N(C)C(=O)Nc1ccc(F)cc1,-2.8%
COc1ccc(NC(=O)Cn2c(=O)n(-c3ccc(OC)c(OC)c3)c(=O)c3ccccc32)cc1,1.0%
Cc1ccc(CNC(=O)c2nnn(Cc3ccc(F)cc3)c2N)cc1,2.6%
CCOC(=O)c1ccc(-c2ccc(N3C(c4cccc(OC)c4)=Cc4ccc(F)cc4C3CC(C)=O)cc2)cc1F (stereo not drawn),0.6%
COc1ccc(C2NC(=O)c3c(sc4c3CCN(C)C4)N2)cc1O (stereo not drawn),-12.1%
Cc1ccc(Cc2c(-c3ccco3)nc3ccc(C)cn23)cc1,0.1%
Cc1nc(-c2cccc(F)c2)sc1CCNC(=O)c1ccc(F)c(F)c1,1.7%
CC(=O)NC(c1ccccc1)c1nc(-c2cccc(C#N)c2)cs1 (stereo not drawn),-2.3%
CCc1cccc(NC(=O)COC(=O)c2cn(CC)c3nc(C)ccc3c2=O)c1,6.2%
O=S(=O)(Nc1nc2n(n1)C(c1ccc(F)cc1)C=C(c1ccccc1)N2)c1ccccc1 (stereo not drawn),-11.6%
O=C(CCCN1C(=O)/C(=C\c2cccc(Br)c2)SC1=S)Nc1ccc(C(=O)O)cc1,0.8%
O=C1CC(c2nc3ccccc3n2CCC2CCCCC2)CN1c1ccccc1Cl (stereo not drawn),-12.7%
CC(=O)OCC(C)n1c(=O)c2ccccc2n1C(C)=O (stereo not drawn),-0.7%
COc1ccc(Br)cc1CNC(=O)c1cc(=O)[nH]c2ccc(S(=O)(=O)N3CCCCC3C)cc12 (stereo not drawn),1.2%
COc1ccc(NC(=O)CC2C(=O)N(c3ccccc3)C(=O)N2CCc2sccc2C)cc1 (stereo not drawn),0.3%
CCOc1cc(/C=N/Nc2ccc(S(=O)(=O)Nc3ccccc3C(=O)O)cc2[N+](=O)[O-])cc(Cl)c1O,-7.2%
CC(=O)Nc1cc(C(=O)NCc2ccc(F)cc2)ccc1Sc1ccc(F)cc1,2.6%
COc1ccc(-c2cc(NC=O)c3ncc(-c4cccc(C(=O)NCCN(C)C)c4)n3c2)cn1,-2.9%
Cc1nn(CC(=O)NCCc2ccccc2Cl)c(=O)c2nn(-c3ccccc3)c(C)c12,3.8%
CCCCC(=O)N(C)c1c(C)nc2ccc(C(=O)N(CC)CCN(C)C)cn12,1.2%
CCCCN(CC)CCCNC(=O)c1nn(C)c2c1CS(=O)(=O)c1ccccc1-2,-1.0%
CCOC(=O)c1c(C)c(C)n2c1NC(=O)C2,-15.5%
Cc1cc(Cl)ccc1OC(C)C(=O)Nc1cccc(S(=O)(=O)N2CCOCC2)c1 (stereo not drawn),3.5%
Fc1ccc(-c2ccc3nccn3c2)cc1Cl,-0.1%
CCc1ccccc1NC(=O)CCC(=O)N1CCN(C(C)=O)CC1,-8.2%

# 3 entries from above, reformatted:
N#CN1C2CCC1CC(O)(c1ccccc1)C2 (stereo not drawn)
- TbPYK inhibitor = -2.3%

CCc1cccc(NC(=O)Cn2c(=O)n3nc(-c4cccc(F)c4)nc3c3ccccc32)c1
- TbPYK inhibitor = 0.9%

CCN(c1ccccc1)S(=O)(=O)c1nnc(NC(=O)COc2cccc(C)c2)s1
- TbPYK inhibitor = 2.9%
